High-throughput results from PubChem BioAssay.
APE1 inh: APE1 (human) endonuclease inhibition | Potency, µM (series often up to 65.8 µM), for inactives: at the top dose activity change, negative = inhibition, most hits filed as inhibitors | AID 2517 | 350,000 tested, 0.35% active | recombinant APE1, TAMRA/BHQ-2 abasic DNA cleavage fluorescence | P27695;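 note: potency is the fitted concentration of half-maximal effect; plate controls were vehicle for no effect and reference inhibitor for full effect; nearly all actives have a fitted effect of over 55% in size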
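Kinetic fluorescence read (525 ex/598 em nm, three reads 60 s apart) of AP-site incision; signal = third minus first read. Enzyme 0.75 nM, dual-labelled THF duplex 50 nM, compound preincubation 15 min RT.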
Apoferritin bind: binds horse apoferritin like a general anesthetic; P02791; apoferritin/1-aminoanthracene competitive binding, fluorescence; Potency, µM (series often up to 77.5 µM), inactives show top-dose activity change, negative = displacement, hits mostly inhibitors; 350,000 tested, 0.074% active; AID 485281; note: potency is the fitted concentration of half-maximal effect; % is set by controls: 0 for no effect and ±100 for the full control effect; nearly all actives have a fitted effect of over 20% in size
Target sequence (P02791 2-175 limits assumed): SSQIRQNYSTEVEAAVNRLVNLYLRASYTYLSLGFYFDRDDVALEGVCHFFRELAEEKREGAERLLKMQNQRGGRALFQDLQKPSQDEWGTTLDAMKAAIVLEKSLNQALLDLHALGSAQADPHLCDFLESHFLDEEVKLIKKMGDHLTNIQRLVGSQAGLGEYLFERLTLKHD
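Read-out: endpoint 1-AMA fluorescence, excitation 380 nm and emission 535 nm, after compounds sit 10 min at room temperature with 10 uM horse-spleen apoferritin in 50% saturated 1-AMA/PBS. Values come from four-parameter Hill fits.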
LDHA inh: blocks human lactate dehydrogenase A; P00338; purified LDHA, NADH/diaphorase-resazurin fluorescence; active compounds read low; activity change, % (values are at about 110 or 230 µM); 480,000 tested, 0.15% active; in the data active = activity change below about -30%; inconclusive = mostly about -25% to -30%;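 note: plate controls were DMSO wells for no effect and wells without enzyme for full effect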
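Human LDH5 at 2 nM final in Tris HCl pH 7.4 with 0.06 mM NADH and 0.2 mM pyruvate, reacted 5 minutes at room temperature. Remaining NADH coupled via diaphorase/resazurin; resorufin fluorescence read at 0 and 20 minutes, normalized to enzyme-free and DMSO wells.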
BLM inh: Bloom syndrome helicase (human) inhibition; recombinant BLM DNA unwinding, fluorescence dequenching; Potency, µM (doses to about 56.1 µM), without a hit: at the top dose activity change, negative = inhibition, usual class: inhibitors; 350,000 tested, 0.2% active; AID 2528;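 note: potency is the fitted concentration of half-maximal effect; plate controls were vehicle for no effect and no enzyme for full effect; nearly all actives have a fitted effect of over 35% in size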
GRP78 ERSR act: ER stress response induction in glioma; U87-MG GRP78 promoter luciferase reporter, 16 h; Potency, µM, for the others: top-dose activation, most hits filed as activators; 420,000 tested, 0.02% active; AID 602332; note: potency is the fitted concentration of half-maximal effect; series mostly up to about 76 µM; % of control where 0% means no effect; nearly all actives have a fitted effect of over 35% in size
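Stably transfected U87-MG human glioma cells carrying a GRP78-based luminescent sensor were seeded at 1000 cells/well, pin-dosed with compounds and incubated 16 h. Luciferase reagent was then added, and end-point luminescence was read after 10 min at room temperature.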
Pol beta inh: blocks human DNA polymerase beta activity. Pol beta primer extension/strand displacement, fluorescence kinetic. Potency, µM (titrated, usually from 114 µM), inactives show at the top dose activity change, negative = inhibition, most hits filed as inhibitors. 340,000 tested, 1.3% active. AID 485314; note: potency is the fitted concentration of half-maximal effect; % is set by controls: 0 for no effect and ±100 for the full control effect
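Human Pol beta at 10 nM; strand-displacement substrate 50 nM final. Compound exposure 15 min at room temperature before start, reaction 10 min at room temperature.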
Pol iota inh: blocks human DNA polymerase iota activity; 390,000 tested, 1% active; Pol iota fluorescent replication assay, 10 min; Potency, µM (doses to about 115 µM), inactives show at the highest dose activity, negative = inhibition, hits mostly inhibitors; note: potency is the fitted concentration of half-maximal effect
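Pol iota at 10 nM preincubated 15 min with compounds at room temperature; reaction started with fluorescent substrate, 50 nM final. Fluorescence read kinetically at 0 and 10 min; buffer-only wells as negative control.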
POLK inh: DNA polymerase kappa (human) inhibition. Q9UBT6. purified Pol kappa, fluorescent DNA synthesis assay, 10 min. Potency, µM (highest dose often 107 µM), for inactives: at the highest dose activity, negative = inhibition, actives largely listed as inhibitors. 400,000 tested, 0.53% active; note: potency is the fitted concentration of half-maximal effect; % is set by controls: 0 for no effect and ±100 for the full control effect
Target sequence (Q9UBT6 whole entry, looked up): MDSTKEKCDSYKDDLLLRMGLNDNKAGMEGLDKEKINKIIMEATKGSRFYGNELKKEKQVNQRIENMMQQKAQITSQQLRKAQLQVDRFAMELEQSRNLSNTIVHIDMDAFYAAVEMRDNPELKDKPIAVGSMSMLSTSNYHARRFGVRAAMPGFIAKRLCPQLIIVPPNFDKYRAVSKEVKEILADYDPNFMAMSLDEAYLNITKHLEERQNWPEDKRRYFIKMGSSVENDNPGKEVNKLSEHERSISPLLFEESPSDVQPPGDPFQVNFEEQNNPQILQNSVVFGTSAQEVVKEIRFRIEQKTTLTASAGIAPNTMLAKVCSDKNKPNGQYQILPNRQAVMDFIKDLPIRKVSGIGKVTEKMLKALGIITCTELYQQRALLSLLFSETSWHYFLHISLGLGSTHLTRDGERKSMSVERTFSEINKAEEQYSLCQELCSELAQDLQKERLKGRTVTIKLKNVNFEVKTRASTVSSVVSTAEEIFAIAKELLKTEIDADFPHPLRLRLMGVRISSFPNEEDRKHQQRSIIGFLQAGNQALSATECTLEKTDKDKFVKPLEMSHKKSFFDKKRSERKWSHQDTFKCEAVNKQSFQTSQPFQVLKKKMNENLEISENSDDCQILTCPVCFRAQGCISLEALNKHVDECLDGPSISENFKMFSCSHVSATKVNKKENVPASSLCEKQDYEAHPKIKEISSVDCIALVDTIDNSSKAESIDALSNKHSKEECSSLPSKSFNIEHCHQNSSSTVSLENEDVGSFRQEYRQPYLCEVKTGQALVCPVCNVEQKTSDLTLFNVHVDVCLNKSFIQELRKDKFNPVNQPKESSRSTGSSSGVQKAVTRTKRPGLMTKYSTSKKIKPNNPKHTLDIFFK
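Pol kappa 10 nM + cpd, 15 min RT; start w/ substrate 50 nM final; fluorescence kinetic read, 0 and 10 min. Neg ctrl: buffer, no enzyme.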
Pol eta inh: inhibitors of human DNA polymerase eta. recombinant Pol eta, fluorescent DNA replication assay. Potency, µM (highest dose often 114 µM), for the others: at the highest dose activity change, negative = inhibition, most hits filed as inhibitors. 390,000 tested, 1.2% active. AID 588591; note: potency is the fitted concentration of half-maximal effect; % is set by controls: 0 for no effect and ±100 for the full control effect
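Pol eta (10 nM) was preincubated with compounds for 15 min at room temperature, after which fluorescent replication substrate (50 nM final) was added to start the reaction. Fluorescence was read kinetically at 0 and 10 min.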
An asterisk follows results filed as active; ? = inconclusive; · = no result given; & = joins results of further samples; [ ] = remark or other dose. Unless noted, calls come from the whole dose curve; as a rule, active = well fitted curve in the direction sought with a large enough effect; inconclusive = small, poorly fitted or top-dose-only effect, or another doubt; inactive = no such curve, though single readings can be large; an effect the other way counts as inactive or inconclusive. An excerpt, so the mix of outcomes need not match the whole.

SMILES | APE1 inh | Apoferritin bind | LDHA inh | BLM inh | GRP78 ERSR act | Pol beta inh | Pol iota inh | POLK inh | Pol eta inh
CNS(=O)(=O)c1ccc2ccccc2c1 | -5% | 10% | -13 | 0% | 1% | 18% | 41%[activator] | -7% | -15%
CCOc1ccccc1N1CCN(C(=S)NCc2ccccc2)CC1 | -3% | 5% | -2 | -7% | -2% | -1% | -20% | -13% | 0%
CCC(=O)Nc1nc2ccccc2n1Cc1ccc(Cl)cc1 | -6% | -6% | -15 | -2% | 2% | -8% | -18% | -4% | -9%
CCOC(=O)c1cc(-c2ccc(Cl)cc2)nc2onc(C)c12 | -1% | -14% | · | -11% | · | -1% | · | · | ·
O=C(COC(=O)Cn1cc(C(F)(F)F)ccc1=O)NCc1ccccc1 | 9% | · | -4 | · | -4% | · | 0% | 3% | -4%
O=C(Nc1ccccc1-c1nc2ccccc2s1)c1cccnc1 | -2% | 8% | -3 | -5% | -4% | -1% | 56%[activator] | -12% | -3%
CSc1cccc(N2CC(C(=O)N3CCN(S(=O)(=O)c4ccccc4Cl)CC3)CC2=O)c1 (stereo unspecified) | 13% | · | -7 | · | -2% | · | -18% | -1% | -1%
COC(=O)c1sccc1-n1cccc1C(=O)C(=O)N1CCOCC1 | 4% | 1% | 1 | -6% | -2% | -13% | 24% | 3% | -14%
Cc1nnc(NC(=O)CSc2nccn2-c2cccc(C)c2C)s1 | -3% | 2% | -7 | -7% | -4% | 23% | 12% | -8% | -7%
Cc1ccc(CCNc2nc3c(S(=O)(=O)c4ccc(C)cc4)nnn3c3ccsc23)cc1 | · | -11% | 2 | -5% | -3% | -6% | 8% | -2% | -19%
Cc1c(NC(=O)CSc2ccccn2)c(=O)n(-c2ccccc2)n1C | 17% | -8% | -4 | -2% | 0% | 11% | 2% | -18% | 0%
COc1ccc(N(CC(=O)NCCSCc2ccco2)S(=O)(=O)c2ccccc2)cc1OC | 2% | -10% | -2 | ? | -2% | 0% | ? | -3% | -16%
Cc1ccc(CNC(=O)C(=O)NCC(c2ccco2)S(=O)(=O)c2ccccc2)cc1 (stereo unspecified) | · | -9% | -10 | -5% | -4% | -1% | -1% | -9%[60.1 µM] | 0%
Cc1cc(C(F)(F)F)n(-c2nc(C(=O)O)cs2)n1 | 2% | 1% | -6 | 3% | -2% | -1% | -21% | -3% | 0%
Cc1cccc2sc(NC(=O)CN3C(=O)c4ccccc4C3=O)nc12 | 4% | -6% | -2 | 1% | -5% | -1% | 1% | -5% | -6%
CCOC(=O)c1cnc2c(cnn2C)c1NCc1ccc(OC)cc1 | -5% | -10% | -1 | -4% | -2% | -3% | 42%[activator] | 9% | -11%
CCO[C@@H]1OC(C(=O)NC2CC2)=C[C@H](C(C)(C)C)[C@H]1CCCO | -3% | -5% | -6 | -1% | -2% | 12% | 21% | -2% | -9%
CCn1c(=O)c(C(=O)NCc2ccc(Cl)cc2)c(O)c2ccccc21 | -15% | -8% | -3 | -1% | 0% | 19% | 15% | 9% | -20%
COc1ccc(CCNC(=O)C2CCC(CNS(=O)(=O)c3ccc(F)cc3)CC2)cc1OC (stereo unspecified) | -6% | -17% | -6 | -2% | -3% | -13% | 106%[activator] | -7% | 3%
O=c1c2ccccc2nc(SCc2cc([N+](=O)[O-])cc3c2OCOC3)n1-c1ccccc1 | 4% | 8% | 1 | -5% | -2% | 0% | -13% | 2% | -15%
Cc1nc(-c2ccccc2)sc1CCNC(=O)c1ccco1 | · | -7% | -2 | -2% | 6% | 4% | 10% | -14%[60.1 µM] | -7%
Cc1ccccc1OCC(=O)NNC(=O)Cn1[nH]c(=O)c2ccccc2c1=O | 1% | · | -5 | · | -3% | · | 60%[activator] | -11% | -16%
CC(c1nccs1)N(C)C(=O)c1ccc(OC2CCN(CCc3ccccc3)CC2)cc1 (stereo unspecified) | 9% | -13% | -10 | 0% | -2% | -7% | 17% | -23% | 2%
O=C1N/C(=C/c2cccs2)C(=O)N1Cc1ccc(F)cc1 | 1% | -6% | -4 | -8% | -4% | 4% | 95%[activator] | -10% | -26%
CCn1nccc1C(=O)Nc1ccc(C(=O)OC(C)C)cc1 | 25% | -11% | 0 | -11% | 10% | -24% | 28% | 4% | -26%
COCCNC(=O)[C@H](C)[C@H]1C[C@]1(C)[C@H](NC(=O)OCc1ccccc1)c1ccccc1 | 6%&-5% | 3%&-3% | -3 | -10%&-4% | -1% | 1% | 15% | -2% | -11%
Cc1ccccc1NC(=O)c1ccc(Cn2cc([N+](=O)[O-])cn2)o1 | 16% | -7% | -1 | -2% | -4% | 49% | 3% | -7%[60.1 µM] | -9%
CC(C)(C)c1cc(NCCCn2ccnc2)n2ncc(-c3ccccc3)c2n1 | 2% | -21% | 4 | -13% | 4% | 2% | 22% | -3% | -17%
CCCCOc1ccccc1NC(=O)Cn1c(-c2nonc2N)nc2ccccc21 | -1% | -14% | -9 | -2% | -9% | ? | 25% | -3% | -7%
COc1cccc(CN(C(=O)COc2ccc(Cl)c(C)c2)C2CCS(=O)(=O)C2)c1 (stereo unspecified) | · | -6% | -2 | -5% | -2% | -11% | 13% | -14% | -21%
CCOc1ccc(NC(=O)[C@@H](NC(=O)c2ccccc2)[C@@H](C)CC)cc1 | 2% | -5% | -1 | -2% | 0% | 18% | -13% | 4% | -13%
Cc1ccc(NC(=O)C2CC(=O)NC(N3CCc4ccccc43)=N2)cc1 (stereo unspecified) | 20% | ? | 0 | 0% | -1% | 3% | 6% | -5% | -14%
O=C1NC(=S)NC(=O)C1Nc1ccc(Cl)cc1 | · | · | ? | · | 6% | · | ? | -6% | -13%
COc1ccc(NC2=C(Cl)C(=O)N(CCc3ccccc3)C2=O)c(OC)c1 | 5% | ? | 0 | -13% | 2% | -1% | 22% | -15% | -20%
Nc1nc2n(n1)C(=O)CC(c1ccc(Cl)cc1)N2 (stereo unspecified) | -1% | -2% | -1 | -2% | -3% | -1% | 23% | 9% | -1%
CN(C)S(=O)(=O)c1cccc(NC(=O)COC(=O)CCc2nc3ccccc3s2)c1 | -5% | ? | -4 | -4% | 0% | 22% | 8% | -3% | -6%
CCc1cccc(NC(=O)C2CCN(S(=O)(=O)c3ccc4c(c3)NC(=O)CO4)CC2)c1 | 31% | -17% | -8 | -2% | -4% | 6% | -7% | -5% | -14%
Cc1cc(C(=O)CSc2nnnn2C)c(C)n1-c1cccc(F)c1 | 9% | -16% | -2 | -4% | 3% | 15% | -5% | -10% | -16%
CCn1c(=O)c2cc(C(=O)NCCc3ccc(OC)c(OC)c3)sc2c2ccccc21 | · | -8% | -2 | -5% | -2% | 3% | ? | -24% | -6%
COc1ccc(C2C(=O)N(CCc3ccccc3)CC(=O)N2C2CCCCC2)cc1 (stereo unspecified) | -6% | -6% | -1 | -6% | 0% | -4% | 25% | -2% | -10%

Reprinted from the listing, four compounds:
SMILES | APE1 inh | Apoferritin bind | LDHA inh | BLM inh | GRP78 ERSR act | Pol beta inh | Pol iota inh | POLK inh | Pol eta inh
CNS(=O)(=O)c1ccc2ccccc2c1 | -5% | 10% | -13 | 0% | 1% | 18% | 41%[activator] | -7% | -15%
CCOc1ccccc1N1CCN(C(=S)NCc2ccccc2)CC1 | -3% | 5% | -2 | -7% | -2% | -1% | -20% | -13% | 0%
CCC(=O)Nc1nc2ccccc2n1Cc1ccc(Cl)cc1 | -6% | -6% | -15 | -2% | 2% | -8% | -18% | -4% | -9%
CCOC(=O)c1cc(-c2ccc(Cl)cc2)nc2onc(C)c12 | -1% | -14% | · | -11% | · | -1% | · | · | ·

Other compounds.
SMILES | APE1 inh | Apoferritin bind | LDHA inh | BLM inh | GRP78 ERSR act | Pol beta inh | Pol iota inh | POLK inh | Pol eta inh
COc1ccc(CNC(=O)c2sccc2-c2ccccc2)cc1OC | 13% | ? | 0 | 1% | -2% | -22% | 19% | 2% | -13%
O=c1cc(-c2ccccc2)nc2cc(-c3ccc(Br)cc3)[nH]n12 | 0% | -1% | -12 | -4% | 9% | -13% | -20% | -12% | -4%
O=C(COc1ccc(CO)cc1)Nc1ccc(F)cc1 | 12% | 4% | -5 | -1% | 1% | 11% | 14% | -6%[60.1 µM] | -3%
CC1CC(C)CN(c2ccc(C(=O)OCC(=O)NC3CCCc4ccccc43)cc2[N+](=O)[O-])C1 (stereo unspecified) | -8% | ? | -2 | -2% | -6% | 9% | 9% | -6% | -12%
CCCOc1ccc(C(=O)Nc2ccc3oc(-c4ccc5ccccc5c4)nc3c2)cc1 | · | 1% | -2 | 0% | -1% | 9% | 9% | 11% | -9%
COc1cccc(Cn2c(=O)c3ccccc3n3nc(C)cc23)c1 | 0% | -17% | -7 | -5% | -1% | 0% | 140%[activator] | -2% | -22%
O=C(CCc1nc(-c2ccccc2Cl)no1)NC1CCCCC1 | -7% | -7% | -6 | -3% | -2% | 35% | 8% | -11% | -4%
CC(=O)NC(=S)Nc1ccccc1F | 29% | -8% | 0 | 0% | 4% | 17% | 0% | 0% | -15%
CCN1C(=O)[C@H]2[C@@H](c3ccc(C)cc3)N3C(=O)N(c4cccc(Cl)c4)C(=O)[C@@]3(Cc3ccccc3)[C@H]2C1=O | 15% | · | -5 | · | -5% | · | 11% | -17% | -8%
Cc1ccsc1C(=O)OCC(=O)N(C)C1CCCCC1 | 31% | · | -3 | · | -11% | · | 19% | 3% | -11%
O=C(c1ccc(S(=O)(=O)Nc2cccc(C(F)(F)F)c2)cc1)N1CCC1 | -6% | -7% | -7 | -7% | -4% | -15% | 25% | -14% | -19%
O=C(CN1C(=O)NC2(CCCCC2)C1=O)Nc1cccc(S(=O)(=O)N2CCCC2)c1 | -7% | · | 2 | · | -3% | · | -5% | -4% | -17%
CC(=O)NS(=O)(=O)c1ccc(NC(=O)/C=C/c2ccc(C)o2)cc1 | ? | -4% | -3 | 1% | 3% | -16% | ? | ? | 22µM*
Cc1c(C(=O)N(C)C)sc2nc(-c3ccccn3)[nH]c(=O)c12 | 21% | -7% | 7 | 0% | -2% | 4% | 16% | -4% | -15%
CC(=O)N1CCC(C(=O)N2CCN(S(=O)(=O)c3ccc(Cl)s3)CC2)CC1 | · | · | 1 | · | -7% | · | -12% | 4% | -17%
